M5 antag – antagonists of human muscarinic M5 receptor (CHRM5); AID 624040; CHO-hM5 cells, Fluo-8 calcium fluorescence, ACh EC80; inhibition, % at 3 µM; actives 0.59% (n = 360,000);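 active = inhibition above a per-plate cutoff, the mean of that plate's test compounds plus 3 SD, cut at about 27% in these data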;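 also: 0% = acetylcholine EC80 with DMSO and 100% = DMSO without agonist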
CHRM5 PAM – potentiates acetylcholine response at human M5 receptor; P08912; CHO-K1 hM5, Fluo-8 calcium, ACh EC20 PAM; 0% = ACh EC20, 100% = ACh EC100; activation, % at 3 µM; actives 0.3% (n = 360,000);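 active = activation above the run cutoff, the mean activation of all test compounds plus 3 SD, cut at about 18% in these data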
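Replicates: One well per compound, no replicates | System: Human M5 receptor in CHO-K1 cells | Benchmarks: Low control EC20 acetylcholine (0%), high control EC100 acetylcholine (100%) | Probe or stimulus: Acetylcholine, EC20 level | Times: Fluo-8 loading 80 min at 37 °C plus 30 min room temperature | Signal: Intracellular calcium via Fluo-8 fluorescence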
CHRM5 agonist – CHRM5 agonism in calcium assay | P08912 | CHO-K1 hM5 cells, Fluo-8 calcium fluorescence; 0% DMSO wells, 100% maximal acetylcholine response | activation, % at 3 µM | actives 0.19% (n = 360,000) | AID 624037;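 active = activation above the run's mean over test compounds plus 3 SD, cut at about 23% in these data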;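 also: signal is peak over basal fluorescence ratio across the kinetic read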
CHRM4 PAM – positive allosteric modulators of human muscarinic M4 receptor | actives 0.4% (n = 360,000) | P08173 | activation, % at 3 µM | AID 624126 | CHO-K1 hM4/Gqi5, Fluo-8 calcium fluorescence, ACh EC20; 0% = ACh EC20, 100% = maximal ACh;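 active = activation above its plate's cutoff, the mean activation of sample wells plus 3 SD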; also: some results filed as inactive read as strong as hits
Target sequence (P08173 whole entry, looked up): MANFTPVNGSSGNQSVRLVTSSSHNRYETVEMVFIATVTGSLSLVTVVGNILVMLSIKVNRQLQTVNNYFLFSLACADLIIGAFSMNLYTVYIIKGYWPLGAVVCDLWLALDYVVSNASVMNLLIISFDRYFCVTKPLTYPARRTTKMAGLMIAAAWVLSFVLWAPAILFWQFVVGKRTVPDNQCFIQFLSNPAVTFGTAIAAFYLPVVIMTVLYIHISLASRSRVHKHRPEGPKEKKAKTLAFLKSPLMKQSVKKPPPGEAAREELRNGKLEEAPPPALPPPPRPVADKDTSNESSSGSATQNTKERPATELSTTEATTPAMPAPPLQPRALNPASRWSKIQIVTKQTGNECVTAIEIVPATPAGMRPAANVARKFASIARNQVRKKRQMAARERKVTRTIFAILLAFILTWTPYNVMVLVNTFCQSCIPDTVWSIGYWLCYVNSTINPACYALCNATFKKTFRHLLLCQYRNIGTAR
CHRM1 PAM – potentiates human M1 receptor response to acetylcholine. P11229. AID 588819. actives 0.088% (n = 360,000). CHO-K1 hM1, Fluo-8 calcium fluorescence, ACh EC20; 0% = ACh EC20, 100% = maximal ACh. activation, % at 3 µM; in the data active = activation above about 19%, passing the limit was not always enough
Target sequence (P11229 whole entry, looked up): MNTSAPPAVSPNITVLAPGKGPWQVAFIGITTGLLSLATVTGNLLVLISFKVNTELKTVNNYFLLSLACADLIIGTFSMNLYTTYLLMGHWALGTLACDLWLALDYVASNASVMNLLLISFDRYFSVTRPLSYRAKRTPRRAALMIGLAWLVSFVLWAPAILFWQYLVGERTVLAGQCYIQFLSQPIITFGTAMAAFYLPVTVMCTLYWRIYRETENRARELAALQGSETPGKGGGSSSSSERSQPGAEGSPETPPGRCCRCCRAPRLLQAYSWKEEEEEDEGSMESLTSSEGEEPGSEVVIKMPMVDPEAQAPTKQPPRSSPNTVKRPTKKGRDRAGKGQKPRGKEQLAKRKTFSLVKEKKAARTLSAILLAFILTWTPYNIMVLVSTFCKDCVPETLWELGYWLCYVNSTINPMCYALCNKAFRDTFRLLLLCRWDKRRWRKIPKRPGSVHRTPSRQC
M4 ag – agonists of human muscarinic M4 receptor (CHRM4) | P08173 | CHO-K1 hM4/Gqi5, Fluo-8 calcium fluorescence; vehicle 0%, full acetylcholine response 100% | activation, % at 3 µM | actives 0.14% (n = 360,000) | AID 624127;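 active = activation above the run mean over all test wells plus 3 SD, cut at about 32% in these data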;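 also: peak over basal fluorescence ratio per well then scaled between controls; 0% = DMSO wells and 100% = acetylcholine at EC100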
CRFR2-BP ag – CRF-BP/CRF-R2 complex agonism; HEK293 CRF-R2/CRF-BP, calcium dye fluorescence (FLIPR); percent of saturating CRF peptide response; activation, % at 13.2 µM; actives 0.46% (n = 350,000); AID 588473;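 active = activation of at least 50%, plus an integration ratio under a set limit after plate pattern correction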;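 also: plate controls were neutral control wells without compound for no effect and CRF at EC100 for full effect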
CHRM1 antagonist – blocks human M1 muscarinic receptor; actives 1.3% (n = 360,000); CHO-K1 hM1, Fluo-8 calcium fluorescence, ACh EC80 antagonist; inhibition, % at 3 µM; P11229;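 active = percent inhibition above its own plate's cutoff, namely the mean of that plate's compound wells plus 3 SD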;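 also: peak over basal fluorescence ratio during 140 s after agonist addition; 0% = ACh EC80 plus DMSO and 100% = DMSO alone without agonist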
M4 antag – antagonists of human muscarinic M4 receptor (CHRM4); P08173; CHO-hM4 cells, ACh EC80, Fluo-8 calcium fluorescence; inhibition, % at 3 µM; actives 0.73% (n = 360,000); AID 624125;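 active = inhibition above its plate's cutoff, the mean inhibition of sample wells plus 3 SD, cut at about 27% in these data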;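 also: 0% = acetylcholine EC80 with DMSO and 100% = DMSO without agonist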
* marks the source's active call; other numbers are inactive results; . = no result given.

The line under a structure holds: CHRM5 PAM	CHRM4 PAM	M5 antag	M4 ag	CRFR2-BP ag	CHRM1 PAM	CHRM1 antagonist	CHRM5 agonist	M4 antag
CCC(=NCC1CCCO1)c1c(O)n(-c2ccccc2)c(=O)[nH]c1=O (configuration not stated)
  1.8	2.6	-2.2	0.2	0.8	3.4	-4.3	-1.2	1.1
COC(=O)C1=C(c2ccc(OC)c(OC)c2)C[C@@H]2CC[C@H]1N2C(=O)N1CCC(O)CC1
  15.4	6.3	-3.7	2.2	-1.2	5.7	-7.7	0.7	5.5
O=C1NCN(c2ccccc2)C12CCN(C(c1cc3ccccc3o1)c1nnnn1-c1ccc3c(c1)OCCO3)CC2 (configuration not stated)
  3.6	2.0	-3.9	2.6	.	11.3	-31.4	1.0	-11.9
CCOC(=O)c1c(-n2c(C)cc(C=C3C(=O)NC(=S)NC3=O)c2C)sc2c1CCCC2
  1.1	12.6	-6.9	1.0	8.5	0.0	-5.1	-3.9	-16.9
O=C(C[N+]12CCC(CC1)C(CO)C2)c1ccc([N+](=O)[O-])cc1 (configuration not stated)
  7.1	1.7	-12.9	1.0	1.4	10.0	-12.6	-3.2	-18.8
Cc1cnc(-n2c(=S)[nH]c3ccccc3c2=O)s1
  5.6	8.4	2.9	-0.5	-1.3	12.8	-12.9	2.6	-4.4
COc1ccccc1C1CC2CCC(C1OC(C)=O)N2Cc1ccccc1 (configuration not stated)
  -5.7	0.8	-1.3	-1.3	-2.8	1.8	-23.3	-13.6	-3.5
Fc1ccc(Cn2nnnc2C(c2ccc(Cl)cc2)N2CC=C(c3ccc(F)cc3)CC2)cc1 (configuration not stated)
  -6.3	-1.4	10.9	3.7	-0.3	5.5	-7.4	-2.5	0.1
CC12CCC3c4ccc(OC(=O)N(CCCl)CCCl)cc4CCC3C1CCC2O (configuration not stated)
  -14.6	-5.6	1.5	13.4	3.1	-10.4	7.2	5.8	-8.7
CC(=NCc1ccc2c(c1)OCO2)c1c(O)n(-c2ccccc2)c(=O)[nH]c1=O
  -1.4	6.6	9.3	0.6	-1.7	1.8	0.3	2.3	1.4
COC(=O)C1=C(c2ccc(OC(F)(F)F)cc2)C[C@@H]2CC[C@H]1N2C(=O)NC1Cc2ccccc2C1
  2.1	-0.8	2.1	1.1	-0.6	0.6	0.8	0.9	4.0
CN1CCN(c2ccc(C(N)=O)cc2[N+](=O)[O-])CC1
  3.7	13.5	-8.2	0.6	-4.1	6.2	-0.3	-2.8	6.5
COC(=O)C1=C(c2ccccc2)C[C@@H]2CC[C@H]1N2C(=O)NCc1ccccc1
  3.7	-3.3	2.4	0.3	-3.3	8.5	-11.6	-9.5	-3.1
CCOC(=O)c1cnc(SCc2ccc(Cl)c(Cl)c2)nc1N1CC1
  6.3	5.4	3.2	4.0	2.4	8.0	-12.0	3.0	-2.8
CC(=NCc1cccnc1)c1c(O)n(-c2ccccc2)c(=O)[nH]c1=O
  1.9	2.2	4.8	0.4	-1.0	-1.6	-0.8	1.6	6.2

As entered above:
M4 antag with CC(=NCc1cccnc1)c1c(O)n(-c2ccccc2)c(=O)[nH]c1=O reads 6.2
M4 antag with O=C1NCN(c2ccccc2)C12CCN(C(c1cc3ccccc3o1)c1nnnn1-c1ccc3c(c1)OCCO3)CC2 (configuration not stated) reads -11.9
CRFR2-BP ag with CCOC(=O)c1cnc(SCc2ccc(Cl)c(Cl)c2)nc1N1CC1 reads 2.4
CRFR2-BP ag with COC(=O)C1=C(c2ccccc2)C[C@@H]2CC[C@H]1N2C(=O)NCc1ccccc1 reads -3.3

(continued)
The line under a structure holds: CHRM5 PAM	CHRM4 PAM	M5 antag	M4 ag	CRFR2-BP ag	CHRM1 PAM	CHRM1 antagonist	CHRM5 agonist	M4 antag
CC1=C(C(=O)Nc2ccccc2)S(=O)(=O)CCO1
  0.3	-4.1	10.0	8.9	0.1	7.3	-9.9	1.5	-4.2
CC12CCC3c4ccc(OP(=O)(N5CC5)N5CC5)cc4CCC3C1CCC2=O (configuration not stated)
  -11.1	-0.2	23.0	1.3	1.8	16.5	-15.7	-3.3	9.0
C[C@]12CC[C@H](O)CC1=CCC1C2CC[C@]2(C)C(=O)[C@H](Br)CC12 (some centres not stated)
  -41.6	-8.7	7.3	22.7	2.2	-20.3	27.2	6.3	9.9
O=C1C(=Cc2ccccc2)N2CCC1CC2
  0.3	6.2	0.0	0.7	-1.7	9.0	-4.6	-3.1	-20.3
O=C(/C=C/C=C/c1ccccc1)CC1(O)C(=O)Nc2ccccc21 (configuration not stated)
  -10.2	-5.2	8.9	5.3	-1.6	3.0	-1.0	0.9	-13.1
Cc1nn(Cc2ccccc2Cl)c(C)c1C(=O)OCC(=O)NC1CCS(=O)(=O)C1 (configuration not stated)
  3.8	4.4	-1.1	1.5	-0.9	9.4	-7.7	1.2	4.8
CC(C)N1C(=O)CC2(CC[N+](C)(CCOC(=O)C(O)(c3ccccc3)c3ccccc3)CC2)C1=O (configuration not stated)
  10.2	22.4	-1.2	-0.1	1.4	3.4	-7.1	-0.9	0.5
Fc1ccc2c(c1)nnn2C1CCN(Cc2c(Cl)cccc2Cl)CC1
  4.6	-4.8	-1.1	-0.7	0.2	2.4	-20.8	-6.7	-11.8
CCOC(=O)C1C2c3ccccc3O[C@@]1(C)N=C1SCC(=O)N12 (some centres not stated)
  0.3	3.4	2.2	0.7	-0.2	12.5	-7.6	0.3	2.6
CN1CCC(OC(=O)c2cccc(F)c2)CC1
  -8.5	1.6	11.0	0.3	0.0	-0.1	3.4	-7.6	-9.7
c1ccc(CCn2nnnc2CN2CCC(n3nnc4ccccc43)CC2)cc1
  -5.0	-9.6	-1.7	5.7	0.0	6.3	-6.0	-2.5	0.8
CCOC(=O)[C@]12Cc3cc(OC)ccc3[C@H]1N(Cc1ccccc1)C(=O)c1cc(OC)ccc12
  -2.4	11.0	0.9	-0.6	.	.	.	-1.4	-14.5
CN1CC(C#N)C2(O)c3ccccc3CCC2C1 (configuration not stated)
  9.5	0.9	7.3	0.2	1.5	7.0	-23.1	3.1	-10.0
COc1ccccc1NC(=O)N1C[C@@H]2C[C@@H](C1)c1cccc(=O)n1C2
  -3.0	0.2	7.7	0.9	-0.8	1.1	-9.8	3.1	-6.6
CN(Cc1cccc(-c2ccncc2)c1)C(=O)Oc1ccccc1Cl
  -22.9	-10.6	8.1	20.1	.	.	.	2.7	14.2
NP(=O)(Oc1ccccc1)c1ccccc1 (configuration not stated)
  -0.3	-0.3	7.2	0.1	-1.7	1.8	-8.2	4.5	-5.3
CN1C(=O)C(=Cc2ccc(Sc3ccccc3)o2)C(=O)N(C)C1=O
  -2.2	-3.0	-15.6	0.5	15.5	6.3	-2.3	1.4	1.1
O=Cc1cn(CCCOc2ccccc2)c2ccccc12
  -8.3	-7.8	9.0	4.1	-1.8	2.0	-0.3	-1.1	0.3
O=c1ccc2cc3ccoc3c(O)c2o1
  -4.8	6.4	6.4	0.6	-1.3	3.8	-2.4	0.0	-5.8
O=c1c2ccccc2nc(C[n+]2ccccc2)n1-c1cccc(C(F)(F)F)c1
  -0.7	0.7	-1.1	0.7	-1.1	6.7	-5.5	-5.4	-5.6
CN(C)c1cccc2c(C#N)ccc(N(C)C)c12
  -7.3	-4.9	4.2	6.8	-0.8	-0.9	0.8	-3.4	3.9
Cc1cc(C)nc(-n2c(C)nc3cc(Cl)ccc3c2=O)c1
  13.8	5.0	-5.2	0.5	-0.8	10.1	-12.9	-3.2	-2.1
CCCC12CN3CC(CCC)(CN(C1)C3c1ccccn1)C2=O (configuration not stated)
  -0.7	12.2	-3.6	0.6	0.3	2.3	-3.9	-2.2	-13.2
Cc1c(Cl)cccc1NC(=S)N1CC2CC(C1)c1cccc(=O)n1C2 (configuration not stated)
  -1.3	-4.8	-13.4	-0.2	-2.2	5.2	-4.9	-1.4	2.7
CCCOC(=O)c1c(N)n(Cc2cccs2)c2nc3ccccc3nc12
  -2.8	6.8	3.3	2.6	-2.3	-1.5	3.0	0.1	-3.1
CCOP(=O)(OCC)C(NC(=O)c1ccccc1Cl)=C(Cl)Cl
  -1.3	-1.2	2.5	0.8	-1.2	7.0	-3.7	-1.8	-2.0
c1ccc2c(c1)CC1CNCc3cccc(c31)S2 (configuration not stated)
  2.1	6.1	-3.6	2.3	-1.6	7.9	-7.7	-0.3	-8.0
CCCCCn1c(=O)c(C(=O)NC(C)c2ccccc2)c(O)c2ccccc21 (configuration not stated)
  1.1	-3.6	-0.8	0.0	7.3	0.7	-3.1	0.3	9.8
COc1ccc(Cn2c(O)c(C=NCCN3CCOCC3)c(=O)[nH]c2=O)cc1
  -5.8	-3.6	4.7	0.1	0.1	6.9	-8.4	-0.6	2.5
CCN1CCN(S(=O)(=O)c2cnc(Cl)c(Br)c2)CC1
  2.3	0.9	-1.8	0.1	-1.9	-6.2	4.8	-6.2	0.7
Cc1cc(OCC(=O)N2CCC(C(=O)O)CC2)c2c3c(c(=O)oc2c1)CCCC3
  3.3	4.6	0.8	1.0	0.3	3.3	-6.8	2.0	-6.0
CN1C2CCC1CC(OC(=O)c1ccc(Cl)cc1)C2 (configuration not stated)
  -14.8	-11.3	31.8*	2.1	-2.3	-22.1	76.8*	-11.7	21.3
CN1C(=O)N(C)C(=O)C2(Cc3ccccc3N3CCCC32)C1=O (configuration not stated)
  5.7	-1.8	2.7	0.0	2.3	27.4	-31.7	0.3	7.5
CCOc1ccc(NC(=O)c2ccc(NC(=O)COC(=O)Cc3ccccc3)cc2)cc1
  -4.7	0.8	4.9	2.1	0.9	3.0	-6.5	-0.1	-8.6
COc1ccc([C@@H](O)[C@@H](N)c2ccccc2)cc1
  2.6	1.2	-2.3	0.8	-0.1	7.5	-8.5	0.0	1.8
CC(C)(C)C(=O)c1cn(CC(=O)NCc2ccco2)c2ccccc12
  1.7	1.5	6.1	1.2	-0.5	5.0	-6.9	-2.2	-5.8
CCC1C(C#N)=C(N)Oc2c1c(=O)oc1ccccc21 (configuration not stated)
  -2.9	-1.1	8.9	1.2	-2.2	2.6	-5.9	-1.4	-1.3
COC(=O)C1=C(c2ccc(-c3ccccc3)c(F)c2)C[C@@H]2CC[C@H]1N2C(=O)N1CCC(C)CC1
  -1.8	-4.0	7.7	-1.2	2.3	-3.5	5.8	-3.5	-4.5
COc1ccc(CCn2c(O)c(C=NCCCO)c(=O)[nH]c2=O)cc1OC
  1.0	5.1	-3.9	0.8	-1.9	3.3	-5.6	-1.1	-2.1
CCN(CC)c1nc2c(C)cccn2c(=O)c1C=C1C(=O)NC(=O)NC1=O
  -3.1	1.7	7.2	-1.2	0.2	4.3	-0.7	-1.8	-2.3

Copied from the results shown for reference:
The line under a structure holds: CHRM5 PAM	CHRM4 PAM	M5 antag	M4 ag	CRFR2-BP ag	CHRM1 PAM	CHRM1 antagonist	CHRM5 agonist	M4 antag
CN1C2CCC1CC(OC(=O)c1ccc(Cl)cc1)C2 (configuration not stated)
  -14.8	-11.3	31.8*	2.1	-2.3	-22.1	76.8*	-11.7	21.3
CN1C(=O)N(C)C(=O)C2(Cc3ccccc3N3CCCC32)C1=O (configuration not stated)
  5.7	-1.8	2.7	0.0	2.3	27.4	-31.7	0.3	7.5

Source: PubChem BioAssay (several laboratories)

These rows are one share of the data; rates above refer to the full screens.
